Assay outcomes (PubChem BioAssay)
Vif-APOBEC3F blk – Vif-A3F binding inhibition; Potency, µM (highest dose often 46.1 µM), without a hit: top-dose activity, negative = active; 390,000 tested, 0.2% active; HeLa A3F-eYFP + Vif (tagged APOBEC3F with the HIV-1 protein that degrades it), YFP fluorescence increase; AID 602313; note: % of control where 0% means no effect; nearly all actives have a fitted effect of over 65% in size
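Fluorescence increase (Ex 488/Em 500-530) after overnight compound treatment at 37 deg C flags inhibition of Vif-driven A3F-eYFP loss in stable HeLa A3F-eYFP/Vif cells seeded overnight beforehand.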
Vif-APOBEC3G blk – Vif-A3G binding inhibition. HeLa A3G-eYFP + Vif (tagged APOBEC3G with the HIV-1 protein that degrades it), YFP fluorescence, overnight. 410,000 tested, 0.076% active. Potency, µM (titrated, usually from 46.1 µM), for the others: at the highest dose activity, negative = active, hits mostly inhibitors. Q9HC16;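 note: % is set by controls: 0 for no effect and ±100 for the full control effect; nearly all actives have a fitted effect of over 60% in size; hits raise eYFP signal because A3G escapes Vif-driven loss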
Target sequence (Q9HC16 whole entry, looked up): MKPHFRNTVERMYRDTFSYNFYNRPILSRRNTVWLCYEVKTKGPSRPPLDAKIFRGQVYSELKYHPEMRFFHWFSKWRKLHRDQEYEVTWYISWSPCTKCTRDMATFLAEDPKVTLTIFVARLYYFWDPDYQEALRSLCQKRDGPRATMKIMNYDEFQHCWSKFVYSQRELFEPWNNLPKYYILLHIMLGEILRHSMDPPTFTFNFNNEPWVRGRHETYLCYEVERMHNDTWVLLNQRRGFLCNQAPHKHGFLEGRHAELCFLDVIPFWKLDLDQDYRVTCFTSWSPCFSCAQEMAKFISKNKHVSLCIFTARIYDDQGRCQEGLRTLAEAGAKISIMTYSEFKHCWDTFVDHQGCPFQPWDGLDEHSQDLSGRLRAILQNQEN
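Read-out is eYFP fluorescence (Ex 488/Em 500-530) from Vif-expressing HeLa A3G-eYFP cells; more signal means A3G escaped Vif-mediated degradation. Cells plated overnight, compound pinned in, incubated overnight at 37 deg C.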
GRP78 ERSR act – inducers of ER stress response in human glioma cells; U87-MG GRP78 promoter luciferase reporter, 16 h; Potency, µM, for inactives: at the top dose activation, hits mostly activators; 420,000 tested, 0.02% active; note: series mostly up to about 76 µM; % of control where 0% means no effect; nearly all actives have a fitted effect of over 35% in size
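ERSR induction read as luciferase luminescence (Bright-Glo, 10 min at room temperature) in stably transfected human U87-MG glioma cells exposed to compounds for 16 h, using GRP78 as sensor.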
Active calls of the source: *; ? = inconclusive; & = joins results of further samples. Calls come from the whole dose curve; as a rule, active = well fitted curve in the direction sought with a large enough effect; inconclusive = small, poorly fitted or top-dose-only effect, or another doubt; inactive = no such curve, though single readings can be large; an effect the other way counts as inactive or inconclusive. Potency is the fitted concentration of half-maximal effect. These rows are one share of the data. The share of hits here may be higher or lower than overall.

SMILES	Vif-APOBEC3F blk	Vif-APOBEC3G blk	GRP78 ERSR act
O=C(O)c1cc(-c2ccccc2)nn1CC1CC(c2cccnc2)=NO1 (stereo unspecified)	0.5%	0.2%	-0.8%
C=C1C(=O)O[C@@H]2[C@H]3O[C@]3(C)CC/C=C(\C)CC[C@@H]12	-3.4%	-7.5%	-7.9%&-11.9%
O=C(NC1CC1)c1ccc(NC(=O)C2CCCCC2)cc1	1.2%	-1.6%	-0.3%
COC(=O)C[C@H]1c2cc(F)ccc2S(=O)(=O)N1Cc1ccccc1OC	-2.6%	6.3%&1.5%	-4.3%&-3.0%
C#CCCC/C(=C\C(=O)N(C)[C@H](C(=O)N(C)[C@H](C(=O)N(C)[C@H](C(=O)N(C)[C@H](C(N)=O)C(C)C)C(C)C)C(C)C)C(C)C)OC	5.3%	-1.9%	7.1%
C=CCC[C@H](Cc1ccc(F)cc1)C(=O)OC[C@@H](C)NC(=O)[C@H](CC=C)CC(=O)N(CCO)Cc1ccccc1	8.1%	3.4%	-1.3%
CCN(CC)C(=O)[C@H]1C[C@H](CC(=O)NCCCOC)C(=O)N2CCc3c([nH]c4cc(-c5ccco5)ccc34)[C@]12C	1.0%	-2.0%	-2.2%
O=C1NC[C@H](Cc2ccccc2)N(CC2CCN(CCCC3CCCC3)CC2)C1=O	7.6%	-0.7%	-3.0%
COc1ccc(C2=NOC(c3nnc(-c4ccccc4)o3)C2)cc1 (stereo unspecified)	6.0%	0.3%	1.8%
CCCCN1C(N)=NC[C@@H]1C(C)O (stereo partly specified)	0.4%	3.4%	-4.7%
O=C(NCCc1ccccn1)c1c(-c2ccsc2)sc2ccccc12	0.4%	-6.9%	-1.8%
CCCCNC(=O)C(C)N(CCN(C)C)C(=O)CCCCCN1C(=O)NC(c2ccc(Cl)cc2)C(C(=O)OCc2ccccc2)=C1C (stereo unspecified)	5.2%	-17.4%	-5.2%
O=C(CC1C[C@H](C(=O)N2CCOCC2)[C@@]2(CCC3CCCC3)c3[nH]c4ccccc4c3CCN2C1=O)NCC12CC3CC(CC(C3)C1)C2 (stereo partly specified)	-1.3%	3.9%	1.8%
C[C@@H]1CN([C@H](C)CO)C(=O)c2cc(NC(=O)NC3CCCCC3)ccc2O[C@H]1CN(C)S(C)(=O)=O	-0.1%	4.7%	-0.7%
COC(=O)C[C@H]1c2cc(F)ccc2S(=O)(=O)N1c1ccc(N(C)C)cc1	8.4%	-0.9%&0.9%	0.8%&0.2%
CC(C)Oc1ccc2ccccc2c1CNC[C@H]1O[C@@H](n2cnc(C(N)=O)n2)[C@H](O)[C@@H]1O	5.3%	-2.5%	-1.3%
COc1cc(OC)c2c(-c3cccc(-c4sccc4C(C)=O)c3)cc(=O)oc2c1	4.0%	?	-4.7%&-3.3%
CCOC(=O)[C@H]1[C@H]2COc3ccccc3[C@@H]2N2C(=O)CN(Cc3ccccc3)C(=O)[C@@]12C	-1.6%	-1.1%	-3.1%
COc1ccccc1-c1oc2ccccc2c1C#CC1(O)CCCCC1	-4.4%	-14.3%	-3.7%
O=S1(=O)c2ccccc2OC(COCc2ccccc2)CN1Cc1ccccc1 (stereo unspecified)	5.7%	1.1%	-1.6%
O=C(C(=O)N(Cc1ccccc1)Cc1ccccc1)c1c(-c2ccccc2)[nH]c2ccccc12	3.1%	-3.8%	-0.3%
C#CCN1C=CC(=O)[C@@H](OC(=O)NCCC)[C@H]1c1ccccc1Br	8.5%	2.3%	-3.1%
C[C@@H]1CCCCCCCCC(=O)OCCN(C(=O)OC(C)(C)C)[C@H](C)CCCCCCCCC(=O)OCCN1C(=O)OC(C)(C)C	3.6%	3.4%	-5.4%
O=C(Nc1ccc2nc3n(c(=O)c2c1)CCCC3)c1cncc(Br)c1	-0.4%	-10.3%	0.4%
O=C1C[C@@H]2CCN3C(=O)CCC[C@@H]([C@H]23)[C@H]1Cc1ccccc1	2.1%	0.7%	1.1%&1.0%

Overlap with the part before: four entries, followed by the next part.
SMILES	Vif-APOBEC3F blk	Vif-APOBEC3G blk	GRP78 ERSR act
C#CCN1C=CC(=O)[C@@H](OC(=O)NCCC)[C@H]1c1ccccc1Br	8.5%	2.3%	-3.1%
C[C@@H]1CCCCCCCCC(=O)OCCN(C(=O)OC(C)(C)C)[C@H](C)CCCCCCCCC(=O)OCCN1C(=O)OC(C)(C)C	3.6%	3.4%	-5.4%
O=C(Nc1ccc2nc3n(c(=O)c2c1)CCCC3)c1cncc(Br)c1	-0.4%	-10.3%	0.4%
O=C1C[C@@H]2CCN3C(=O)CCC[C@@H]([C@H]23)[C@H]1Cc1ccccc1	2.1%	0.7%	1.1%&1.0%
COC(=O)CCC(=O)OC1(C)C(=O)C2=CN(CCc3ccccn3)C(c3ccc(OC)cc3)=CC2=C(Br)C1=O (stereo unspecified)	-1.0%	2.5%	0.0%
CCC/C(=C1/c2ccccc2C(=O)N1c1ccccc1)c1ccc2[nH]ccc2c1	-21.2%	-9.5%	-2.9%
CCCN1C(=O)C(=O)c2cc(Cl)ccc21	-26.6%	?	-4.1%
CC(C)NC(=O)N(C)C[C@H]1Oc2c(NC(=O)C3CCCCC3)cccc2C(=O)N([C@H](C)CO)C[C@@H]1C	2.5%	-3.3%	-2.1%
CN(C(=O)c1ccc(NC(=O)Cc2ccc(NC(=O)C3CCCN(C(=O)c4ccccc4)C3)cc2)cc1)C1CCCC1 (stereo unspecified)	5.9%	1.1%	-1.4%
C#CCOCCOCCOCCNc1nc(N2CCN(C(=O)[C@H](CCCCN)n3cc([C@@H](N)[C@H](C)CC)nn3)CC2)nc(N2CCN(C(=O)[C@H](CCC(=O)O)n3cc([C@@H](N)CCSC)nn3)CC2)n1	2.0%	-2.0%	-1.2%
C[C@H](CO)N1C[C@H](C)[C@@H](CN(C)S(=O)(=O)c2ccc(F)cc2)Oc2ccc(NC(=O)CCC(F)(F)F)cc2C1=O	0.0%	0.0%	-0.5%
C/C(CC(=O)Nc1ccccc1C(F)(F)F)=N\NC(=O)c1cnccn1	0.1%	-3.5%	-2.2%
CC(=O)OCCC(C)C	-2.5%	0.9%	-2.2%
CN(CCc1ccccc1)C(=O)c1ccc(NC(=O)Cc2ccc(NC(=O)C3CCN(C(=O)CCc4ccccc4)CC3)cc2)cc1	-3.6%	1.1%	-2.1%
COc1ccc2[nH]c3c(c2c1)CCN1C(=O)C(CC(=O)NCc2ccc(OC)c(OC)c2)C[C@H](C(=O)N2CCCCC2)[C@@]31CCc1ccccc1 (stereo partly specified)	2.6%	2.5%	-2.2%
CN(C(=O)c1cccc(NC(=O)Cc2ccc(NC(=O)C3CCCN(C(=O)C4CCCCC4)C3)cc2)c1)C1CCCCC1 (stereo unspecified)	9.1%	3.5%	-3.5%
C[C@H](CO)N1C[C@H](C)[C@@H](CN(C)C(=O)Nc2ccc3c(c2)OCO3)Oc2ccc(NC(=O)Nc3ccc(C(F)(F)F)cc3)cc2C1=O	2.0%	0.1%	2.2%
C[C@H](CO)N1C[C@H](C)[C@H](CN(C)C)Oc2ccc(NS(=O)(=O)c3ccc(F)cc3)cc2CC1=O	-1.1%	-3.4%	0.4%
CCCOC(=O)CC1C(=O)NCCN1Cc1ccccc1C (stereo unspecified)	3.6%	-1.1%	2.5%
CN1C[C@@H]2[C@@H]3C(=O)N(Cc4ccccc4)C(=O)[C@@H]3[C@](Cc3ccccc3)(C1=O)N2C(=O)c1ccc(Cl)c(Cl)c1	2.3%	-4.0%	6.9%
CC(C)(C)NC(=O)CC1C[C@H](C(=O)N2CCCCC2)[C@@]2(C)c3[nH]c4ccccc4c3CCN2C1=O (stereo partly specified)	-0.4%	2.1%	0.1%
COc1ccccc1-c1oc2ccccc2c1C#CCO	7.4%	-0.6%	-3.8%
Cc1ccc2c(c1)C(=O)C(=O)N2Cc1ccccc1	-7.0%	1.2%	-4.5%
CC(C)(C)OC(=O)C[C@H]1C/C=C\C[C@@H](CC(=O)N[C@@H](CO)Cc2ccccc2)C(=O)NCCOC1=O	2.7%	5.2%	-2.8%
COC(=O)[C@H](CO)N1C(=O)[C@@H]2[C@H](C1=O)C1C=C[C@H]2C1	9.4%	1.6%	-3.5%
Cc1cn(CC(=O)NCc2ccc(N(C)C)cc2)c(=O)[nH]c1=O	-0.9%	2.6%	-4.6%
COC(=O)CCCCCN1C(=O)NC(C2CC2)C(C(=O)OCc2ccccc2)=C1C (stereo unspecified)	-1.1%	6.7%	-5.4%
Cc1ccc(NC(=O)Cn2cnc3c(OCc4ccccc4)ncnc32)cc1C	1.3%	-2.7%	-1.0%
CC[C@]12c3[nH]c4ccc(OC)cc4c3CCN1C(=O)C(CC(=O)NCCN1CCOCC1)C[C@@H]2C(=O)N1CCN(C(=O)C2CC2)CC1 (stereo partly specified)	-4.3%	-1.7%	-1.8%

Laid out differently: results already given
smiles: Cc1cn(CC(=O)NCc2ccc(N(C)C)cc2)c(=O)[nH]c1=O
  Vif-APOBEC3F blk: -0.9% | Vif-APOBEC3G blk: 2.6% | GRP78 ERSR act: -4.6%
smiles: COC(=O)CCCCCN1C(=O)NC(C2CC2)C(C(=O)OCc2ccccc2)=C1C (stereo unspecified)
  Vif-APOBEC3F blk: -1.1% | Vif-APOBEC3G blk: 6.7% | GRP78 ERSR act: -5.4%

Limited to Vif-APOBEC3F blk and GRP78 ERSR act, for 3 of the compounds above:
SMILES | Vif-APOBEC3F blk | GRP78 ERSR act
CC(C)(C)OC(=O)C[C@H]1C/C=C\C[C@@H](CC(=O)N[C@@H](CO)Cc2ccccc2)C(=O)NCCOC1=O | 2.7% | -2.8%
COC(=O)[C@H](CO)N1C(=O)[C@@H]2[C@H](C1=O)C1C=C[C@H]2C1 | 9.4% | -3.5%
Cc1cn(CC(=O)NCc2ccc(N(C)C)cc2)c(=O)[nH]c1=O | -0.9% | -4.6%

The results go on:
SMILES	Vif-APOBEC3F blk	Vif-APOBEC3G blk	GRP78 ERSR act
CCN1C(=O)N[C@@H](c2cccs2)C(C(=O)OC)=C1C	0.4%	-0.2%	0.3%
COc1ccc(-c2cccc3c2NC(=O)C3=O)cc1OC	-2.4%	1.3%	-2.4%
COC(=O)c1ccc(CSC2=NC[C@@H]3[C@@H]4C(=O)N(Cc5ccccc5)C(=O)[C@@H]4[C@](Cc4ccccc4)(C(=O)OC)N23)cc1	8.6%	0.3%	-2.9%
COc1cccc(SCc2noc(C(=O)NCCN(C)C)c2C(=O)NCCN(C)C)c1	2.2%	2.2%	-4.3%
O=C(Cc1cccc([N+](=O)[O-])c1)Nc1ccc(C(=O)N2CCCCC2)cc1	-4.1%	-1.9%	-4.3%
CNC[C@@H]1Oc2c(NC(=O)Nc3ccccc3)cccc2C(=O)N([C@@H](C)CO)C[C@H]1C	-2.9%	1.0%	-4.9%
COc1cccc(C2=CC(=O)CC(C)(C)C2)n1	-2.8%	-2.5%	4.2%
C[C@H](CO)N1C[C@H](C)[C@@H](CN(C)C)Oc2c(NC(=O)C3CC3)cccc2C1=O	0.0%	-4.9%	-2.7%
C[C@H](CO)N1C[C@H](C)[C@@H](CN(C)S(=O)(=O)c2cn(C)cn2)Oc2ccc(NC(=O)C3CCCCC3)cc2C1=O	0.0%	0.8%	-1.3%
CCCCC[C@@H](/C=C/C1C(=O)C=C[C@H]1C/C=C\CCCC(=O)OC)OC(C)=O (stereo partly specified)	2.4%	?	-11.6%
Cc1ccc(C(=O)/C=C/Nc2ccccn2)cc1	-26.5%	0.5%	-12.6%
COc1ccccc1C1CC(=O)Oc2cc(C)c(Br)c(C)c21 (stereo unspecified)	0.1%	-0.4%	-2.9%&-4.3%
COc1ccc(C2/C=C\CN(C(=O)c3ccccc3)CC(=O)N2Cc2cccc(F)c2)cc1 (stereo unspecified)	3.8%	0.5%	0.1%
O=C1C[C@@H]2c3c(cccc3CN1Cc1ccc(Cl)cc1)C[C@@H](O)[C@H]2O	7.5%	1.2%&0.1%	-2.6%&-0.1%
CCn1nc(Cc2cccc3ccccc23)c(C#N)c1N	-0.3%	3.5%	-4.0%
CC(C)(C)OC(=O)C[C@@H]1C/C=C\C[C@H](CC(=O)N[C@@H](CO)Cc2ccccc2)C(=O)N[C@H](C(C)(C)C)COC1=O	-0.2%	-0.4%	-5.5%
COc1ccc(NC(=O)N(C)C[C@H]2Oc3ccc(NC(=O)NC4CCCCC4)cc3C(=O)N([C@H](C)CO)C[C@@H]2C)cc1	1.0%	4.4%	-6.0%
COc1ccc(S(=O)(=O)N(C)C[C@H]2Oc3ccc(NC(=O)NC4CCCCC4)cc3C(=O)N([C@H](C)CO)C[C@@H]2C)cc1	-3.9%	-0.4%	-4.7%
CN1OC[C@@H]2CN(Cc3cc(Cl)cc(Cl)c3)[C@H](c3cccc(-c4ccccc4)c3)C[C@@H]21	2.7%	1.1%	-3.5%
NC(=O)c1ccccc1N	4.2%	0.7%	1.3%
